TNAP activators: human TNAP enzyme activators, primary screen, biochemical, luminescent, no phosphate acceptor, uHTS (AID 1001); Alkaline phosphatase, tissue-nonspecific isozyme (Homo sapiens); actives 0.03% (n = 200,000); one-dose activation fold at 20 µM; EC50 in µM for titrated hits; purified TNAP, luminescent activation assay, no phosphate acceptor; higher activation fold means a stronger effect; in the data active = activation fold from about 3, or a potency from the dose series; inactive = the rest, 99 in 100 with activation fold below about 1.6; note: many of its hits are not listed in these tables
PMI inhibition: human PMI inhibitors, high substrate, primary screen, biochemical, fluorescence intensity, high mannose 6-phosphate (AID 1220) | Mannose-6-phosphate isomerase (Homo sapiens) | recombinant PMI enzyme, coupled fluorescence intensity; higher % means a stronger effect | inhibition, % at 20 µM; hits with a dose series show IC50 in µM | actives 0.66% (n = 190,000)
West Nile antiviral: West Nile virus antiviral activity, cell-based, CPE readout (AID 1621) | CPE inhibition, % at 10 µM; hits with a dose series show IC50 in µM | actives 0.02% (n = 290,000) | West Nile virus-infected cells, CPE inhibition; higher % means a stronger effect; in the data active = a potency from the dose series; inconclusive = CPE inhibition mostly from about 3.7% at the one dose, without a potency; inactive = the rest, 99 in 100 with CPE inhibition below about 2.2%; note: strong numbers were not always called active
PhoP inhibition: inhibitors of PhoP regulon expression, primary screen, Salmonella Typhimurium, GFP reporter (AID 1863); S. Typhimurium PhoP-regulated promoter GFP reporter, 4 h; higher % means a stronger effect; inhibition, % at 50 µM; hits with a dose series show IC50 in µM; actives 0.16% (n = 300,000);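 active = inhibition over 29.93%, a cutoff 3 SD above the screen mean, later confirmed by dose response; inconclusive = inhibition over 29.93% but no dose response follow-up; inactive = inhibition at most 29.93% or unconfirmed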;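 note: 0% = low Mg2+ inducing control and 100% = high Mg2+ repressing control; strong numbers were not always called active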
RSV antiviral HEp-2: RSV antiviral activity via CPE protection, HEp-2 cells, primary 10 µM value included (AID 2391); one-dose CPE inhibition, % at 10 µM; IC50 in µM for titrated hits; actives 0.13% (n = 310,000); HEp-2 cells, RSV-induced CPE inhibition; higher % means a stronger effect; in the data active = a potency from the dose series; inconclusive = CPE inhibition mostly from about 23% at the one dose, without a potency; inactive = the rest, 99 in 100 with CPE inhibition below about 21%; note: strong numbers were not always called active
ER stress rescue: rescue of cells from ER stress-induced death, primary screen, 384-well, CSM14.1, thapsigargin, ATP luminescence (AID 1222) | 190,000 tested, under 10 active | one-dose cellular ATP content (survival), % at 20 µM; EC50 in µM for titrated hits | CSM14.1 thapsigargin-induced death rescue, ATP luminescence; higher % means a stronger effect;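 active = EC50 below 50 µM in the dose-response confirmation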;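 note: death triggered by thapsigargin at about 15 µM added after 2 h compound pretreatment; cell ATP read after overnight thapsigargin exposure of roughly 18 to 22 hours; normalized against plate controls of thapsigargin alone and 5% DMSO vehicle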
Insulin prom up: insulin promoter activators in MIN6 cells, imaging, high-content screening, mouse beta cells; MIN6 insulin promoter-GFP reporter; active compounds read high; z-score at 5 µM; actives 0.3% (n = 190,000); AID 1625, 2009;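 active = z-score above 3 at 5 µM with at least 500 cells counted in the well; inconclusive = wells under 500 cells, flagged as cytotoxic or low count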
PMI inhibitors: inhibitors of human PMI, primary screen, biochemical, fluorescence intensity, coupled assay (AID 1209); purified PMI enzyme, coupled fluorescence intensity; higher % means a stronger effect; actives 0.42% (n = 190,000); inhibition, % at 20 µM; hits with a dose series show IC50 in µM;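 note: plate controls were DMSO vehicle for no effect and wells lacking substrate for full effect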
SV40 large T antigen: SV40 large T antigen inhibitors, biochemical (AID 1903); SV40 large T antigen ATPase/helicase inhibition assay; higher % means a stronger effect; inhibition, % at 20 µM, or IC50 in µM where a hit was titrated; actives 0.39% (n = 310,000); in the data active = a potency from the dose series; inconclusive = inhibition mostly from about 32% at the one dose, without a potency; inactive = the rest, 99 in 100 with inhibition below about 32%; note: strong numbers were not always called active
Insulin prom up cell count: also measured in Insulin prom up; calls as there; cell count; measured here: cytotoxicity, nuclei count;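 total cells summed across four imaged fields per well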
An asterisk follows results filed as active; ? = inconclusive; nt = no result given. Cut-off read from the data, not from the text of the source, unless noted: active = inhibition above about 50%; inactive = the rest.

The line under a structure holds: TNAP activators	PMI inhibition	West Nile antiviral	PhoP inhibition	RSV antiviral HEp-2	ER stress rescue	Insulin prom up	Insulin prom up cell count	PMI inhibitors	SV40 large T antigen
1	CCOC(=O)C1=C(C)NC(=O)CC1c1cc(OC)c(OC)cc1Br (centres undefined)
 : 1	-6%	0.2%	1%	1.4%	nt	-0.38	1416	-6%	7%
2	CC(=O)N1CCc2c(sc(NC(=O)C3COc4ccccc4O3)c2C(N)=O)C1 (centres undefined)
 : nt	nt	-0.1%	-6%	1.8%	nt	nt	nt	nt	25%
3	Cc1ccccc1C(=O)Nc1ccc(-c2nc3ccc(C(=O)c4ccccc4)cc3[nH]2)cc1
 : 1	5%	1.7%	-4%	23%	0.8%	-0.61	1396	-1%	1%
4	S=c1[nH]nc(-c2ccccn2)n1/N=C/c1ccc(Br)s1
 : 0.9	12%	0.2%	3%	2.0%	-0.3%	-0.57	1467	6%	19%
5	CCNC(=O)c1ccccc1NC(=O)C1CC(=O)N(C(C)C)C1 (centres undefined)
 : nt	nt	0.1%	10%	0.5%	nt	nt	nt	nt	2%
6	CC(=O)Nc1ccc(S(=O)(=O)c2ccc(C)cc2)cc1
 : 1.1	12%	-0.1%	7%	0.2%	0.8%	0.19	1717	11%	5%
7	Cc1nc(NC(=O)c2ccc3c(c2)OCCO3)ccc1Br
 : nt	nt	-0.7%	-5%	17%	nt	nt	nt	nt	6%
8	Cc1nc2ccccc2c(=O)n1/N=C/c1ccccc1Cl
 : nt	nt	-0.6%	-4%	17%	nt	nt	nt	nt	8%
9	CC(=O)c1ccc(N2CCN(S(=O)(=O)c3ccc4c5c3CC(=O)N5CC(C)S4)CC2)cc1 (centres undefined)
 : nt	nt	-0.9%	6%	39%	nt	nt	nt	nt	7%
10	COc1ccccc1Oc1ccc(S(=O)(=O)N2CCOCC2)cc1S(=O)(=O)N1CCOCC1
 : 1	3%	0.7%	-8%	1.5%	-2.0%	nt	nt	4%	1%
11	CCCC1NC(=S)N(C2CCCCC2)C1=O (centres undefined)
 : 1	13%	-0.1%	11%	-0.1%	-4.2%	-0.01	1364	20%	2%
12	CCCNC(=O)c1nnsc1S(=O)c1ccc(Cl)cc1 (centres undefined)
 : 1.1	-18%	-1.9%	2%	nt	-2.5%	-0.69	939	-12%	?
13	COc1cccc(C2=CC(c3cccc(OC)c3OC(F)F)n3nnnc3N2)c1 (centres undefined)
 : 1.1	-12%	-0.7%	-9%	-1.6%	nt	1.2	1209	-2%	-4%
14	O=C(COC(=O)CCc1nc2ccccc2s1)NCc1ccco1
 : 1.1	-11%	0.2%	-6%	1.6%	-1.5%	-0.36	1162	-16%	2%
15	C=CCn1cnc2c(nnn2-c2ccc(C)c(Cl)c2)c1=O
 : 1	8%	0.0%	-4%	-0.2%	0.4%	0.08	1553	-1%	8%
16	O=C(Cn1cccc1C(=O)c1ccccc1)NCc1ccccc1Cl
 : nt	nt	-0.5%	-5%	0.8%	nt	nt	nt	nt	8%
17	Cc1cc(C)c2[nH]c(O)c(N=Nc3ccc(C(=O)O)cc3)c2c1
 : nt	nt	0.1%	9%	2.1%	nt	nt	nt	nt	3%
18	Cc1cc([N+](=O)[O-])ccc1NC(=O)c1cncc(Br)c1
 : 1.1	2%	-0.8%	5%	1.7%	0.9%	-0.34	1367	0%	12%
19	C=C1CCN([C@H](C(=O)NCc2cc(OC)c(OC)c(OC)c2)C(C)C)S(=O)(=O)c2ccccc21
 : nt	nt	-0.3%	-4%	0.8%	nt	0.17	1126	nt	15%
20	CN(c1ccccc1)S(=O)(=O)c1ccc(Cl)c(C(=O)OCC(=O)NCc2ccco2)c1
 : nt	nt	0.5%	-12%	-0.1%	nt	-0.27	1059	nt	19%
21	C=CCOc1c(Cl)cc(CNc2ccc3[nH]c(=O)[nH]c3c2)cc1OC
 : 1	35%	-1.3%	-12%	3.5%	-0.4%	0.14	1132	26%	25%
22	O=C(COc1ccc(F)c(Cl)c1)N1CCCCCCC1
 : nt	nt	0.3%	-8%	3.6%	nt	nt	nt	nt	7%
23	COc1ccccc1C(O)P(=O)(OC(C)C)c1ccc(N(C)C)cc1 (centres undefined)
 : 1.1	3%	-0.2%	2%	2.4%	0.0%	0.31	1210	-1%	9%
24	CSc1nnc(-c2ccc(S(=O)(=O)N3CCOCC3)cc2)n1C
 : nt	nt	-0.4%	4%	1.1%	nt	nt	nt	nt	-3%
25	Cc1ccc(-n2nc(CN3CCOCC3)c(-c3ccccc3)c2N)c(C)c1
 : 1.1	-6%	-0.7%	-4%	1.2%	-1.1%	0.13	1604	6%	0%
26	O=C(CN1C(=O)NC2(CCCCCC2)C1=O)N1CCN(S(=O)(=O)c2ccc(Cl)cc2)CC1
 : 1.1	-3%	-0.7%	7%	0.6%	-1.2%	0.03	1726	0%	8%
27	COC/C=C/C1=CC2=CC(=O)C(C)(OC(=O)c3cnc4ccccc4n3)C(=O)C2=CN1Cc1ccc(OC)cc1 (centres undefined)
 : nt	nt	0.1%	0%	1.0%	nt	0.32	571	nt	16%
28	COc1ccc(OC)c(/C=N/NC(=O)Cc2nc3ccccc3[nH]2)c1
 : 1.5	-4%	0.2%	31%	1.8%	-4.1%	0.8	1284	7%	18%
29	O=C1SC(c2ccccc2)=C/C1=C\N1CCCCC1
 : 0.9	5%	-0.3%	-6%	3.5%	3.4%	nt	nt	5%	27%
30	COc1ccc2c(c1)CCCN2C(N)=Nc1ccc(Cl)cc1
 : nt	nt	-0.5%	1%	1.5%	nt	-1.2	948	nt	10%

Next section:
The line under a structure holds: TNAP activators	PMI inhibition	West Nile antiviral	PhoP inhibition	RSV antiviral HEp-2	ER stress rescue	Insulin prom up	Insulin prom up cell count	PMI inhibitors	SV40 large T antigen
31	O=C(NCc1ccco1)C(=O)NCC1OCCN1C(=O)c1ccc(Cl)cc1 (centres undefined)
 : nt	nt	-0.1%	nt	-0.7%	nt	0.32	1100	nt	13%
32	O=C(O)c1nn(-c2ccccc2)c(-c2ccccc2)c1C(=O)c1ccccc1
 : 1.2	-9%	-0.2%	-21%	1.1%	1.0%	-0.02	1383	-12%	5%
33	CCOC(=O)C(CCC(=O)O)(CCC(C)C)c1csc(N)n1 (centres undefined)
 : 1.1	4%	1.1%	11%	0.4%	-0.4%	nt	nt	9%	18%
34	Cc1cc(Br)ccc1SCC(=O)OCC(=O)NC1CC1
 : 1	0%	0.5%	0%	1.1%	-0.3%	-0.36	1132	-2%	9%
35	N=P(N1CCOCC1)(N1CCOCC1)C12CC3CC(CC(C3)C1)C2
 : 0.9	4%	0.3%	3%	1.4%	-1.0%	0.6	1228	4%	-3%
36	O=C(NNC(=O)c1nn(-c2ccc(F)cc2)ccc1=O)c1ccccc1Cl
 : nt	nt	0.7%	0%	0.8%	nt	-0.32	1436	nt	8%
37	O=C(OCC(=O)N1CCN(c2ccccc2)CC1)c1cccc(Cl)c1
 : 1.1	-7%	-0.5%	0%	1.9%	1.4%	nt	nt	-12%	14%
38	Cc1csc(=Nc2cccnc2)n1CC1CCCCC1
 : 1.1	3%	-1.5%	8%	3.1%	-2.4%	-0.06	1290	10%	12%
39	CNC(=S)NNC(=O)c1ccc2c(c1)OCO2
 : 1.6	-3%	0.6%	6%	6.3%	-0.4%	0.33	1478	0%	19%
40	CCOC(=O)c1nn(-c2ccc(C)cc2)cc1C(=O)c1ccccc1
 : 1	-2%	-1.1%	19%	4.5%	-5.1%	1.6	856	-5%	4%
41	Cc1cc(NC(=O)CCC(=O)N(CC(=O)NC2CCCC2)c2ccccc2)no1
 : 1.1	-6%	-0.5%	0%	-0.5%	0.5%	nt	nt	-5%	7%
42	Cc1ccc(OCCCC(=O)Nc2ccc(S(N)(=O)=O)cc2)cc1
 : 1.1	-15%	0.5%	1%	1.9%	-1.0%	-0.12	1184	-7%	8%
43	Clc1ccc(-c2cc3ccccc3[nH]2)cc1
 : 1	14%	-1.0%	0%	18%	-4.5%	-0.03	1651	23%	0%
44	CC(=O)c1sc(=S)n(Cc2ccccc2)c1C
 : nt	nt	0.6%	18%	1.1%	nt	nt	nt	nt	0%
45	Cc1ccc(N/C=C/C(=O)c2ccccc2)cc1Br
 : nt	nt	-0.5%	-2%	1.9%	nt	nt	nt	nt	6%
46	COc1cc2ccccc2cc1C(=O)OCC(=O)NC1CCS(=O)(=O)C1 (centres undefined)
 : 1.1	-4%	-0.3%	-13%	0.2%	0.1%	nt	nt	-6%	5%
47	NS(=O)(=O)c1ccc(NC(=O)CSc2ncnc3ccccc23)cc1
 : 1	2%	-0.4%	-3%	0.4%	-0.5%	-0.35	1605	3%	-2%
48	CCCC(CCC(=O)Nc1cccc([N+](=O)[O-])c1)C(=O)O (centres undefined)
 : nt	nt	0.5%	-10%	1.9%	nt	0.09	1128	nt	9%
49	c1nc(N2CCCC2)c2[nH]cnc2n1
 : 1.3	17%	-0.5%	5%	-0.8%	0.5%	0.15	1238	10%	-1%
50	Cc1ccccc1NC(=S)N1CCCC(c2nc3ccccc3[nH]2)C1 (centres undefined)
 : 1.1	2%	-0.8%	4%	3.6%	0.4%	-0.56	859	1%	4%
51	COC(=O)c1ccc(C(=O)N(C)C2CCCN(Cc3ccccc3F)C2)cc1 (centres undefined)
 : nt	nt	0.2%	2%	2.2%	nt	nt	nt	nt	4%
52	CC(=O)Nc1cccc(OC(=O)COc2ccc(Br)cc2)c1
 : 1.1	1%	0.2%	-10%	0.2%	-2.1%	0.22	1302	-3%	15%
53	CCOC(=O)CN1C(=O)NC2NC(=O)NC21 (centres undefined)
 : 1.1	4%	1.3%	5%	3.8%	0.0%	1.1	1105	-7%	9%
54	CCc1nc(Nc2ccc3nccnc3c2)c2oc3ccccc3c2n1
 : 1	38%	1.0%	-13%	0.6%	-1.1%	-0.16	1482	21%	25%
55	Cc1ccc(NC2CCCN(C(=O)CSc3ccccn3)C2)cc1C (centres undefined)
 : nt	nt	-0.5%	-4%	1.9%	nt	nt	nt	nt	17%
56	COc1ccc(S(=O)(=O)N(C)CC(=O)N2CCCC2)cc1OC
 : nt	nt	-0.3%	2%	-0.8%	nt	nt	nt	nt	-7%
57	O=[N+]([O-])c1ccc2c(c1)C=C1CCCCC1(N1CCCC1)O2 (centres undefined)
 : 1	4%	-0.6%	-1%	13%	-1.6%	nt	nt	6%	6%
58	CCN=C1S/C(=C\c2cn(CC)c3ccccc23)C(=O)N1CC
 : 1	-3%	-1.3%	21%	?	-0.1%	-2	579	4%	9%
59	CCC(C)NC(=O)CCSCCC(=O)NC(C)CC (centres undefined)
 : 1.1	-9%	0.4%	-6%	1.0%	0.2%	0.31	1281	-13%	8%
60	O=C(Nc1ccccn1)NC(C(F)(F)F)C(F)(F)F
 : 1	5%	0.0%	-14%	1.7%	0.1%	0.33	1370	7%	-2%
61	O=C(NC1CCCCCC1)C1CCN(c2nc3ccccc3o2)CC1
 : 1.2	12%	nt	6%	-1.9%	0.6%	0.17	1291	10%	5%
62	Cc1ccc(NC(=O)CSc2ncccn2)c([N+](=O)[O-])c1
 : 1	4%	-0.5%	8%	0.3%	0.2%	-0.44	1170	1%	8%

High-throughput results as filed in PubChem BioAssay.
